# Abeta yeast res: A-beta toxicity reversal in yeast | yeast expressing A-beta42, growth rescue, OD600, 48 h; response scale: 0% DMSO, 100% iron-clioquinol control | Potency, µM (titrated, usually from 46.1 µM), without a hit: at the highest dose growth rescue, hits mostly activators | 410,000 tested, 0.063% active | AID 1347071; further: potency means the concentration at half of the fitted maximal effect; nearly all actives have a fitted effect of over 55% in size
#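 Yeast A-beta toxicity model in growth medium with pinned compounds, 48 h at 30 C; growth read as absorbance at 600 nm. Normalized to FeCl3/clioquinol equimolar mix (positive) and DMSO (negative).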
# GLP-1R agonist: GLP-1 receptor (human) agonism; P43220; HEK293 GLP-1R CRE-luciferase, luminescence, 4-6 h; cells express a hypersensitive GLP-1R form; Potency, µM (titrated, usually from 45.6 µM), for inactives: top-dose activation, usual class: activators; 380,000 tested, 0.007% active; further: potency means the concentration at half of the fitted maximal effect; % of control where 0% means no effect
# Target sequence (P43220 whole entry, looked up): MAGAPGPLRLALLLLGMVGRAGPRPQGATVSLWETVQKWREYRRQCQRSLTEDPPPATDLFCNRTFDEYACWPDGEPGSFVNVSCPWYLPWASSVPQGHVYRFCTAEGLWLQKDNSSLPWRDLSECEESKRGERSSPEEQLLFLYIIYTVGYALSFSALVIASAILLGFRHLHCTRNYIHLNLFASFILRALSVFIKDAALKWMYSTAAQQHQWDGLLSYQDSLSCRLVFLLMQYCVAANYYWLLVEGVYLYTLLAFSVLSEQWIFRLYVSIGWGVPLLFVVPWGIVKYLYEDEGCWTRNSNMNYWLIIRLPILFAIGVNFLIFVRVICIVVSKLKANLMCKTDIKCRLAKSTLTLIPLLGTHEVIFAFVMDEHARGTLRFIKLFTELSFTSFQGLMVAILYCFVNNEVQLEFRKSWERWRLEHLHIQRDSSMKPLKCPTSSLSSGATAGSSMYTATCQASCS
# PTHR1 ag: activates the human parathyroid hormone receptor PTHR1; AID 743266; Potency, µM (top dose mostly 115 µM), for the others: top-dose activation, most hits filed as activators; HEK293 GP2 PTHR1 cells, GloSensor cAMP luminescence, 1 h; Q03431; 410,000 tested, 0.075% active; further: potency means the concentration at half of the fitted maximal effect; nearly all actives have a fitted effect of over 55% in size; some results filed as inactive show a strong effect at the top dose; inactives centre near -15; many of its hits are not listed in these tables
#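 HEK-293-derived GP2 cells expressing PTHR1 and a GloSensor cAMP reporter, 3,000/well, plated overnight, given luciferin plus IBMX (each 0.5 mM as added) for 1 h at 37 °C, then compound for 1 h at 37 °C. Luminescence was read after 15 min at room temperature.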
# pAkt inh: blocks phosphorylation of Akt; 360,000 tested, 0.32% active; Neuro2A IGF-stimulated pAkt S473 HTRF, 20 min; stronger effect = lower value; activity change, % for hits at 50 µM; in the data active means activity change below about -80%; inconclusive means mostly about -51% to -80%; further: on the % scale 0 is the no-effect control and ±100 the full control effect
#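 Neuro2A cells (4,500/well, DMEM with 0.5% FBS) were treated with compound at a single 50 µM final concentration, stimulated with 6 nM IGF for 20 min at 37 °C, and lysed. Phospho-Akt Ser473 was read by HTRF as 665/615 ratio ×10^4.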
# FUS yeast rescue: suppressors of FUS proteinopathy in yeast; S. cerevisiae FUS-expressing, growth rescue, OD600, 24 h; Potency, µM (titrated, usually from 76.6 µM), for inactives: at the highest dose growth rescue (activation), most hits filed as activators; 390,000 tested, 0.24% active; AID 1347120;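 further: potency means the concentration at half of the fitted maximal effect; plate controls were DMSO vehicle for no effect and reference control for full effect; nearly all actives have a fitted effect of over 55% in size; some results filed as inactive show a strong effect at the top dose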
#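 Galactose (2%) drives FUS expression in yeast precultured in raffinose; seeding density OD 0.005. Test compounds incubated 24hr at 30C and 99% humidity before absorbance at 600 nm was measured.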
# GLP1R inv ag: inverse agonists of human GLP-1 receptor; P43220; HEK293 GLP-1R CRE-luciferase, luminescence, 24 h; GLP-1R form is constitutively active; Potency, µM (doses to about 38.3 µM), for the others: top-dose activity change, negative = inhibition, usual class: inhibitors; 410,000 tested, 1.6% active; AID 624417; further: potency means the concentration at half of the fitted maximal effect; on the % scale 0 is the no-effect control and ±100 the full control effect; nearly all actives have a fitted effect of over 55% in size
#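 Seeding at 200 cells/uL, 12 h culture, 24 hr compound treatment, then luciferase reagent and a luminescence read; cells are HEK293 stably expressing a constitutively active GLP-1R plus cAMP-responsive luciferase.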
# aSyn yeast inh: alpha-synuclein toxicity inhibition in yeast; Yeast expressing alpha-synuclein, growth rescue, BacTiter-Glo, 24 h; Potency, µM (doses to about 46.1 µM), for inactives: at the highest dose growth rescue (activation), actives largely listed as activators; 370,000 tested, 0.14% active; AID 652106; further: potency means the concentration at half of the fitted maximal effect; % of control where 0% means no effect; nearly all actives have a fitted effect of over 65% in size
#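 Readout is rescue of growth in alpha-synuclein-expressing yeast, so inhibitors of toxicity appear as activators. Growth after 24 hr at 30 deg C in galactose medium is quantified by luminescence.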
# DRD3 antagonist: D3 dopamine receptor (human) antagonism. P35462. D3R cells, DiscoveRx beta-arrestin luminescence, antagonist mode; stronger effect = lower value. max response, negative = inhibition, %. 360,000 tested, 2.5% active. AID 652054; in the data active means max response below about -50%; inconclusive means no clear call, values can overlap the other calls; further: on the % scale 0 is the no-effect control and ±100 the full control effect; mostly tested at two doses, the higher about 12 µM
# Target sequence (P35462 whole entry, looked up): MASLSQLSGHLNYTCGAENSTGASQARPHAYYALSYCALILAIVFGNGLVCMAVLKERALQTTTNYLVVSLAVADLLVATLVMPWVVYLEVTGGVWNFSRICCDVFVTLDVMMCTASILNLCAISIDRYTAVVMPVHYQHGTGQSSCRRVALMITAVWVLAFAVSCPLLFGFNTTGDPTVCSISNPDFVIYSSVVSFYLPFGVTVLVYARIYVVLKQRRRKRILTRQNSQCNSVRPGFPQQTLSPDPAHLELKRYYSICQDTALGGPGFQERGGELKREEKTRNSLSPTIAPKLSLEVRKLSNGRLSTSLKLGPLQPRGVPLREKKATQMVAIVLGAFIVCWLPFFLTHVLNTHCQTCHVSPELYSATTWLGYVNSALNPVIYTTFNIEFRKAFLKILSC
#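 Cells plated overnight at 1500 cells/well, then exposed to library compounds with dopamine controls for 90 minutes at 37 degrees C. DiscoveRx reagent added for 30–60 minutes at room temperature; luminescence read, quantitative HTS format.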
# TDP43 rescue: TDP-43 toxicity inhibition in yeast. Potency, µM (series often up to 46.1 µM), inactives show at the top dose growth rescue (activation), usual class: activators. TDP-43 expressing yeast growth rescue, BacTiter-Glo, 24 h. 410,000 tested, 1.8% active; further: potency means the concentration at half of the fitted maximal effect; % of control where 0% means no effect; nearly all actives have a fitted effect of over 50% in size
#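 Growth rescue of TDP-43-toxic yeast measured as ATP luminescence (BacTiter-Glo). Cells grown to mid-log in raffinose, induced in galactose at OD600=0.02, exposed to compound 24 hr at 30 deg C.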
# * hit, by the source's call; i = inactive; ? = inconclusive; / = no result given; [ ] = another dose, or the depositor's remark. Unless noted, the call rests on the fitted dose curve; in most records, active means well fitted curve in the direction sought with a large enough effect; inconclusive means small, poorly fitted or top-dose-only effect, or another doubt; inactive means no such curve, though single readings can be large; an effect the other way counts as inactive or inconclusive. These rows are one share of the data; count on the stated rates, not on these rows.
SMILES,Abeta yeast res,GLP-1R agonist,PTHR1 ag,pAkt inh,FUS yeast rescue,GLP1R inv ag,aSyn yeast inh,DRD3 antagonist,TDP43 rescue
CC(C)C(=O)Nc1ccc(C(=O)NN2C(=O)c3ccccc3C2=O)cc1,2%,-10%,i,i,/,4%,2%,-3,12%
O=C(Nc1onc2c1CCCC2)c1ccccc1,-11%,/,-1%,/,-10%,?,/,/,13%
CCOC(=O)C1CCCN(C(=O)CCNC(=O)Cn2ccc3ccccc3c2=O)C1 (stereo unspecified),4%,2%,i,i,-36%,13%,7%,3,7%
Cc1ccccc1C(=O)NCC(=O)O,1%,-1%,-1%,i,31%,1%,5%,25,11%
Cc1ccc(-c2cc(C(=O)Nc3cc([N+](=O)[O-])ccc3C)no2)cc1F,-7%,/,-5%,/,-24%,-2%,/,/,17%
CCOC(=O)c1c(NC(=O)Nc2ccc(F)cc2)sc2c1CCN(C)C2,-63%[inhibitor],4%,i,i,20%,15%,22%,17,1%
CCCC(=O)Nc1ccccc1N1CCN(C(=O)c2ccccc2)CC1,6%,6%,-5%[57.5 µM],i,15%,2%,16%,50,4%
Cc1cnc(C(=O)OCC(=O)NCCc2ccccc2)cn1,10%,-16%,i,i,11%,-1%,1%,-5,-12%
CC1(C)Cc2c(oc3ncn4ncnc4c23)CO1,8%,-3%,i,i,-21%,14%,-1%,-12,0%
Cc1ccccc1C(=O)c1cccn1CC(=O)NCCCN1CCc2ccccc2C1,-14%,3%,i,i,18%,10µM*,1%,-51*,-13%
CC(C)N(C(=O)COC(=O)[C@@H]1CC(O)CN1S(=O)(=O)c1ccc(C(C)(C)C)cc1)C(C)C (stereo partly specified),18%,15%,i,i,47%,?,-12%,6,-21%[0.397 µM]
O=C(CN1CCOCC1)NN=Cc1ccc([N+](=O)[O-])o1,-14%,2%,-20%,i,-9%,31%[activator],8%,?,?
COC(=O)c1ccc2c(c1)SC1=C(CCCC1=O)N2,-2%,-1%,i,i,/,-10%,1%,10,6%
Cc1ccc(NC(=S)NCc2ccc3[nH]c4c(c3c2)CCCC4)cc1,?,11%,-18%,i,?,13µM*,14%,-12,?
Nc1c(CNCc2nnn(Cc3ccccc3)c2N)nnn1Cc1ccccc1,-3%,3%,i,i,-14%,-18%,3%,17,19%
CCSCCOC(=O)C1=C(C)N(C)C(=O)NC1c1cc(OC)ccc1OC (stereo unspecified),-1%,1%,-8%[57.5 µM],i,8%,-19%,1%,-17,-4%
OC(c1ccc(-c2ccccc2)cc1)c1ncc(-c2ccccc2F)[nH]1 (stereo unspecified),27%,9%,i,i,16%,?,11%,-21,2%
COC(=O)C(CCSC)NS(=O)(=O)c1ccc(Cl)cc1 (stereo unspecified),-7%,-1%,i,i,-13%,13%,1%,27,2%
O=C(c1ccc(S(=O)(=O)NCc2ccco2)cc1)N1CCN(Cc2ccccc2F)CC1,-1%,-1%,-33%[inhibitor],i,-15%,-20%,-1%,14,10%
Oc1ccc2ccccc2c1CN1CCCCC1,7%,-1%,i,i,18%,-25%,3%,-2,-12%

# Some of these compounds in order of heavy-atom count, rising.
SMILES,Abeta yeast res,GLP-1R agonist,PTHR1 ag,pAkt inh,FUS yeast rescue,GLP1R inv ag,aSyn yeast inh,DRD3 antagonist,TDP43 rescue
Cc1ccccc1C(=O)NCC(=O)O,1%,-1%,-1%,i,31%,1%,5%,25,11%
Oc1ccc2ccccc2c1CN1CCCCC1,7%,-1%,i,i,18%,-25%,3%,-2,-12%
COC(=O)c1ccc2c(c1)SC1=C(CCCC1=O)N2,-2%,-1%,i,i,/,-10%,1%,10,6%
O=C(CN1CCOCC1)NN=Cc1ccc([N+](=O)[O-])o1,-14%,2%,-20%,i,-9%,31%[activator],8%,?,?
Cc1cnc(C(=O)OCC(=O)NCCc2ccccc2)cn1,10%,-16%,i,i,11%,-1%,1%,-5,-12%
Cc1ccc(NC(=S)NCc2ccc3[nH]c4c(c3c2)CCCC4)cc1,?,11%,-18%,i,?,13µM*,14%,-12,?
CCOC(=O)c1c(NC(=O)Nc2ccc(F)cc2)sc2c1CCN(C)C2,-63%[inhibitor],4%,i,i,20%,15%,22%,17,1%
CCSCCOC(=O)C1=C(C)N(C)C(=O)NC1c1cc(OC)ccc1OC (stereo unspecified),-1%,1%,-8%[57.5 µM],i,8%,-19%,1%,-17,-4%
Nc1c(CNCc2nnn(Cc3ccccc3)c2N)nnn1Cc1ccccc1,-3%,3%,i,i,-14%,-18%,3%,17,19%
CCOC(=O)C1CCCN(C(=O)CCNC(=O)Cn2ccc3ccccc3c2=O)C1 (stereo unspecified),4%,2%,i,i,-36%,13%,7%,3,7%
Cc1ccccc1C(=O)c1cccn1CC(=O)NCCCN1CCc2ccccc2C1,-14%,3%,i,i,18%,10µM*,1%,-51*,-13%
O=C(c1ccc(S(=O)(=O)NCc2ccco2)cc1)N1CCN(Cc2ccccc2F)CC1,-1%,-1%,-33%[inhibitor],i,-15%,-20%,-1%,14,10%

# More entries follow.
SMILES,Abeta yeast res,GLP-1R agonist,PTHR1 ag,pAkt inh,FUS yeast rescue,GLP1R inv ag,aSyn yeast inh,DRD3 antagonist,TDP43 rescue
COc1ccc(NC(=O)Nc2ccc(C(=O)N3CCOCC3)cc2)c(OC)c1,-3%,8%,i,i,30%,13%,2%,5,-13%[0.397 µM]
O=C(Nc1ccccc1F)c1cc(C(=O)Nc2ccccc2F)cc([N+](=O)[O-])c1,13%,15%,-25%,i,-9%,-2%,-4%,-16,11%
CCCN(C(=O)Cn1nc(C)c([N+](=O)[O-])c1C)c1c(N)n(Cc2ccccc2)c(=O)[nH]c1=O,-10%,-3%,13%,i,20%,-4%,-4%,-7,5%
COc1ccc(CCN2C(=O)C(O)=C(C(=O)c3ccco3)C2c2cccs2)cc1OC (stereo unspecified),-29%,0%,i,i,?,-2%,6%,?,-34%[inhibitor]
Cc1ccc(NC(=O)c2nc(S(=O)(=O)Cc3cccc(C)c3)ncc2Cl)cc1,-33%[inhibitor],/,-24%,/,-18%,?,/,/,?
Cc1ccc(CNC(=O)c2cccc(-n3cnc4cccnc43)c2)cc1,-21%,/,-59%[inhibitor],/,40%,33%,/,/,?
COc1ccc(NC(=O)CCSc2ccc(F)cc2)cc1,8%,3%,-14%,i,13%,?,-4%,-2,/
C#CC(C)(C)NS(=O)(=O)c1cc(-c2nnc(Nc3ccc(C)cc3)c3ccccc23)ccc1C,12%,2%,-35%[inhibitor],/,9%,10%,/,/,10%
CCOC(=O)Cc1ncccc1C(=O)Nc1ccc(Oc2ccccc2)cc1,-3%,4%,-91%[inhibitor],i,16%,0%,3%,2,-10%
CC(C)(C)C1CCC(N2CCN(c3ccccc3)CC2)CC1 (stereo unspecified),9%,-6%,-27%,i,-13%,?,5%,-53*,6%
O=[N+]([O-])c1ccc(S(=O)(=O)Nc2ccncc2)cc1,8%,-7%,-18%,i,-5%,8%,2%,6,15%
Cc1cc(Nc2ccccc2F)n2nc(-c3ccccc3)nc2n1,-3%,/,i,/,-4%,1%,/,/,?
CC1(C)CC(=O)C2=C(C1)NC(SCC(N)=O)=C(C#N)C21CCCCC1,18%,9%,i,i,-14%,?,-3%,-3,-4%
O=C1CC(c2ccco2)Cc2nc(N3CCc4ccccc4C3)ncc21 (stereo unspecified),-11%,12%,-9%[57.5 µM],i,?,?,7%,?,-4%
O=C1CCN(Cc2ccccc2)C=C1c1ccc(C(F)(F)F)cc1,29%,17%,-45%[inhibitor],i,18%,?,12%,14,?
COc1ccc2cc3c(N)nn(C(=O)Cc4c[nH]c5ccccc45)c3nc2c1,-3%,-18%,8%,i,15%,?,-5%,-21,3%
O=C(NC1CCCN(Cc2ccccc2F)C1)C1CCC1 (stereo unspecified),8%,-10%,i,i,4%,1%,1%,-2,-17%
CCC(C)NC(=O)[C@@H]1CCCN1C(=O)C1CCN(S(=O)(=O)c2ccc(C)cc2)CC1 (stereo partly specified),2%,-4%,i,i,-3%,5%,-1%,-4,-2%
Cc1cn(C)c(CC(=O)Nc2cccc(C#N)c2)c1C(=O)O,4%,/,-13%,/,13%,18%,/,/,8%
CCCn1c(=O)c2ccccc2n2c(SCCOc3ccccc3F)nnc12,-8%,7%,i,i,2%,-6%,0%,8,?
O=C(N/N=C/c1cccs1)c1ccc(-n2cccc2)cc1,1%,10%,i,i,13%,-7%,0%,0,-14%
COc1ccc(NC(=O)C2CCCN(S(=O)(=O)c3cccs3)C2)cc1 (stereo unspecified),-3%,1%,-26%,/,-24%,-22%,/,/,27%
COc1ccc(CN(C)C(=O)c2ccc3ccccc3n2)cc1F,-12%,?,-7%,i,19%,119%[activator],1%,5,-6%

# Bioassay records from PubChem.
